Screening results: PubChem, National Center for Advancing Translational Sciences (NCATS)
HT1080 IDH1KD tx – kills HT-1080 cells with IDH1 knockdown; HT-1080 IDH1 knockdown viability, ATP luminescence, 48 h; 360,000 tested, 2% active; Potency, µM (top dose mostly 46.1 µM), for inactives: at the highest dose activity, negative = toxicity, usual class: cytotoxic;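 further: potency means the concentration at half of the fitted maximal effect; 0% = DMSO wells and -100% = cell-free medium wells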
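After a 2 h attachment period, IDH1KD HT-1080 cells took pin-transferred compound for 48 h at 37 °C; ATP-based luminescence after 10 min room-temperature reagent incubation reported viability.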
SW480 rerep – induces DNA re-replication in SW480 colon adenocarcinoma cells | Potency, µM (highest dose often 46.1 µM), inactives show top-dose re-replication activation, usual class: activators | 340,000 tested, 1.8% active | SW480 DNA re-replication, Hoechst DNA content imaging, 48 h | AID 624297; further: potency means the concentration at half of the fitted maximal effect; % of control where 0% means no effect; nearly all actives have a fitted effect of over 55% in size
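Compounds, transferred as 23 nL by pin tool, were incubated with cells for 48 hr; DNA content per nucleus was then quantified by Hoechst staining and fluorescence plate imaging.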
KB-3-1 tox – KB-3-1 parental cell cytotoxicity | KB-3-1 viability, CellTiter-Glo ATP luminescence, 72 h | Potency, µM (titrated, usually from 46.1 µM), without a hit: at the top dose activity change, negative = cytotoxic, most hits filed as cytotoxic | 400,000 tested, 1.4% active | AID 1347075; further: potency means the concentration at half of the fitted maximal effect; on the % scale 0 is the no-effect control and ±100 the full control effect; nearly all actives have a fitted effect of over 60% in size
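Cells are dispensed, compounds pinned in, plates held at 37 °C for 72 h, then CellTiter-Glo is added and luminescence read after 10 minutes. Cell line: parental KB-3-1 in phenol-red-free DMEM, 10% FBS.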
IL1B secr inh – inflammasome signaling inhibition, IL-1 beta readout | THP-1 LPS/ATP IL-1B secretion, AlphaLISA, 16 h; active compounds read low | activity change, % at 57.5 µM | 360,000 tested, 4.7% active; in the data active means activity change below about -50%; inconclusive means mostly about -30% to -49%; further: on the % scale 0 is the no-effect control and ±100 the full control effect
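Secreted IL-1B measured by AlphaLISA bead assay after 16 h compound exposure of THP-1 cells; compounds (final up to 57.5 uM) added 1 h before LPS (250 ng/mL) and ATP (1.25 mM) stimulation; lower signal means less secretion.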
MCF10A rerep – DNA re-replication induction in MCF 10a cells. AID 624296. 350,000 tested, 2.9% active. MCF 10A DNA re-replication, Hoechst nuclear intensity, 48 h. Potency, µM (top dose mostly 46.1 µM), inactives show at the highest dose activity, positive = re-replication, hits mostly activators; further: potency means the concentration at half of the fitted maximal effect; % of control where 0% means no effect; nearly all actives have a fitted effect of over 50% in size
D3 ag – activates the human D3 dopamine receptor; P35462; D3R DiscoveRx beta-arrestin cells, luminescence, 90 min; max activation, %; 410,000 tested, 0.58% active; in the data active means max activation above about 30%; further: 0% is about no effect; mostly tested at two doses, the higher about 12 µM
Target sequence (P35462 whole entry, looked up): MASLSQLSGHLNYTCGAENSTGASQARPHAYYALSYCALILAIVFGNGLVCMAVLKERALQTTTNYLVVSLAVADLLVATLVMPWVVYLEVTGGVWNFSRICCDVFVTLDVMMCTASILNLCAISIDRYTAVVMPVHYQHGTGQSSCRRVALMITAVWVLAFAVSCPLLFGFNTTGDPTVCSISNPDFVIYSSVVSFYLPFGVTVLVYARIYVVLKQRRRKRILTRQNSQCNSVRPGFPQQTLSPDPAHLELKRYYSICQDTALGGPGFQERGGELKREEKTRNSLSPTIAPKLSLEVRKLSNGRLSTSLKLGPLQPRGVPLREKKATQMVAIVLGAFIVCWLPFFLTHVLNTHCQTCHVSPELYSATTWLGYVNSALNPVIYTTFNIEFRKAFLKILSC
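Agonist mode: compounds and dopamine controls were applied to plated cells for 90 min at 37 degrees C after an overnight attachment at 1500 cells/well. Luminescent read-out followed 30 - 60 minutes at room temperature with DiscoveRx detection reagent.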
HT1080NT lethal – kills 2HG-producing HT-1080-NT fibrosarcoma cells. 360,000 tested, 1.6% active. HT-1080-NT fibrosarcoma viability, CellTiter-Glo ATP luminescence, 48 h. Potency, µM (highest dose often 46.1 µM), without a hit: at the top dose activity, negative = less viability, hits mostly cytotoxic;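 further: NT is the 2HG producing partner of a matched IDH1 knockdown line; potency means the concentration at half of the fitted maximal effect; 0% = DMSO-treated cells and -100% = media-only wells without cells; nearly all actives have a fitted effect of over 55% in size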
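Toxicity toward the 2HG-producing NT line was scored as %Activity, normalised to DMSO and no-cell wells, from CellTiter-Glo luminescence after 48 hours' treatment.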
KB-V1 cytotox – kills drug-selected multidrug resistant KB-V1 cells. 400,000 tested, 3.4% active. Potency, µM (top dose mostly 46.1 µM), without a hit: at the top dose activity change, negative = cytotoxicity, usual class: cytotoxic. KB-V1 MDR cells viability, CellTiter-Glo, 72 h; further: potency means the concentration at half of the fitted maximal effect; on the % scale 0 is the no-effect control and ±100 the full control effect; nearly all actives have a fitted effect of over 60% in size
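Compound-treated KB-V1 multidrug-resistant cells, 72 h, 37 degrees C; viability by CellTiter-Glo. Fitted qHTS curves give the values.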
GLP1R cytotox – cytotoxic in the GLP-1 receptor inverse agonist counter-screen; HEK293 cAMP-luciferase reporter cells, luminescence, 24 h; Potency, µM (highest dose often 38.3 µM), inactives show top-dose activity change, negative = inhibition, most hits filed as inhibitors; 410,000 tested, 0.13% active;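 further: loss of luciferase light is scored as toxicity; potency means the concentration at half of the fitted maximal effect; on the % scale 0 is the no-effect control and ±100 the full control effect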
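1536-well qHTS counterscreen of the MLSMR; 200 cells/uL, 12 h pre-incubation, 23 nL cpd, 24 h at 37 deg C 5% CO2, luciferase detection reagent, 12 min RT, luminescence. Inhibition = undesired.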
* hit, by the source's call; u = inconclusive; x = not tested or not shown; & = joins results of further samples; [ ] = dose if it differs, or a comment. Unless noted, the call rests on the fitted dose curve; in most records, active means well fitted curve in the direction sought with a large enough effect; inconclusive means small, poorly fitted or top-dose-only effect, or another doubt; inactive means no such curve, though single readings can be large; an effect the other way counts as inactive or inconclusive.

compound,KB-3-1 tox,SW480 rerep,MCF10A rerep,HT1080NT lethal,IL1B secr inh,GLP1R cytotox,KB-V1 cytotox,HT1080 IDH1KD tx,D3 ag
COc1ccc(OCCN2CCN(S(=O)(=O)c3ccccc3C(F)(F)F)CC2)cc1,u,-4.9%,-0.5%,-9.5%,0.0,-12.6%,2.31µM*,-10.8%,2.3
Fc1ccc(-n2c(-c3ccco3)n[nH]c2=S)cc1,6.6%,-5.0%,-1.9%,10.6%,28.5,-6.3%,u,5.7%,2.3
O=C(NCCC1CCCCN1S(=O)(=O)c1ccc(F)cc1)C(=O)NCc1cccnc1 (stereo not drawn),5.2%,-3.1%,8.9%,9.1%,-10.0,4.3%,-1.0%,12.2%,4.3
CC(C)N1C(=O)CC(Nc2ccc(N3CCOCC3)cc2)C1=O (stereo not drawn),0.8%,-12.3%,9.5%,4.7%,-11.9,-6.4%,4.9%,1.6%,-11.5
Nc1nonc1-c1nc2ccccc2n1CC(=O)N1CCCCC1,-6.7%,-3.6%,u,5.9%,-14.5,-8.0%,-2.1%,16.0%,-1.6
Cc1c(N=C2N=C(NC(=O)c3cccs3)c3ccccc32)c(=O)n(-c2ccccc2)n1C,23.5%,-9.2%,0.4%,-15.3%,-1.9,-1.4%,-11.3%,-9.8%,1.1
Cc1ccc(CN2CCNC(=O)C2CC(=O)N2CCN(c3ncccn3)CC2)o1 (stereo not drawn),-1.6%,0.9%,14.0%,0.0%,-9.4,8.4%[7.66 µM],-1.9%,15.0%,-5.9
COc1cccc(N2CCN(C(=O)CCS(=O)(=O)c3ccc4c(c3)oc(=O)n4C)CC2)c1,-0.8%&7.5%,-18.4%,6.9%,12.4%,23.9,-14.4%&-4.0%,6.3%&5.9%,1.8%,-1.1&0.6
Cc1cc(C(F)F)n2nc(C(=O)Nc3ccc(S(=O)(=O)N4CCCCCC4)cc3)nc2n1,-18.9%,-5.0%,-0.6%,0.8%,-18.7,-0.3%,1.1%,-6.9%,7.2
O=C(CSc1nnc(-c2ccco2)n1Cc1ccccc1)NCc1ccccc1,1.4%,-3.8%,6.1%,3.5%,-8.3,-3.2%,-19.9%,7.7%,-0.4
O=C(NCC(=O)N(Cc1cccs1)C(C(=O)NC1CCCCC1)c1ccco1)c1cccs1 (stereo not drawn),-4.6%,-1.5%,8.4%,-9.1%,-11.1,-23.8%,u,-0.1%,-3.8
Brc1ccc(-c2cc3c(N4CCN(c5ccccc5)CC4)nccn3n2)cc1,-0.6%,x,x,x,x,1.3%,-28.0%,x,-11.7
COc1cc(/C=N/NC(=O)C(=O)NCc2ccco2)cc(Cl)c1O,27.9%,-22.7%,-1.2%,11.9%,14.1,-29.4%,7.0%,3.6%,-2.4
Cc1cccc2cc(CNC3CCCC3)c(Cl)nc12,8.2%,-1.2%,-0.5%,13.5%,0.3,13.4%,-18.9%,-11.5%,3.8
COc1ccc(CNC(=O)COC(=O)c2ccc(Br)o2)cc1,8.2%,-2.9%,-4.1%,1.7%,-9.4,6.6%,-23.7%,-0.4%,-1.2
O=C(NC1C2CC3CC(C2)CC1C3)C1CC1 (stereo not drawn),14.7%,2.8%,0.3%,0.6%,10.1,-6.2%,14.0%,-0.5%,4.1
Cn1c(SCCOc2ccccc2Cl)nnc1-c1ccncc1,-2.2%,15.9%,22.7%,u,0.5,7.3%,u,7.0%,-0.2
CC(C)(C)n1nnnc1CN(Cc1ccc(F)cc1)Cc1ccco1,u,6.8%,22.2%,-2.7%,-7.2,2.2%,20.6µM*,-3.9%,4.0
O=C(c1c(F)c(F)c(F)c(F)c1F)N1CCN(Cc2ccc3c(c2)OCO3)CC1,-8.7%,14.4%,2.3%,-2.9%,u,-9.4%,0.0%,-2.1%,-7.4
COc1cccc(CC(=O)N2CCN(S(=O)(=O)c3ccc(Br)cc3)CC2)c1,0.7%,-2.8%,10.5%,3.6%,-3.2,-11.0%,-3.7%,-5.0%,-7.1
CCn1cc(C(=O)N2CC=C(c3ccccc3)CC2)c(=O)c2ccc(C)nc21,-0.6%,-3.6%,12.3%,-2.9%[9.24 µM],-13.3,-9.0%,1.5%,9.9%,2.5
O=C(CSc1nnc2scc(-c3ccccc3)n12)Nc1ccc(Cl)cc1,0.2%,x,x,x,x,6.3%,18.6%,x,-2.6
C[C@@H](O)C#Cc1ccc2c(c1)O[C@H](CN(C)C(=O)Nc1ccccc1)[C@@H](C)CN([C@@H](C)CO)S2(=O)=O,-5.8%,x,x,4.7%,12.4,u,0.0%,11.3%,4.4
COC(=O)c1cc(S(=O)(=O)N2CCN(c3cccc(Cl)c3)CC2)c[nH]1,1.5%,6.8%,14.7%,-10.9%,7.9,4.2%,-5.5%,-16.2%,-6.0
CCN(CC)CCN1C(=O)c2oc3ccccc3c(=O)c2C1c1cccc(Br)c1 (stereo not drawn),15.1%,-6.0%[9.22 µM],-2.1%,-8.5%,-15.5,-0.8%,6.6%,-1.5%,-0.4
CCCn1nnnc1SCC(=O)NC1CCCC1,-0.5%,-9.8%,-6.6%,13.7%,24.8,8.9%,3.8%,4.7%,5.1
C(=NOCc1ccccc1)c1ccccn1,5.4%,x,x,10.1%,-10.7,-23.1%,-0.2%,9.9%,8.8
CCCCOc1ccc(NC(=O)CN2CCN(C(=O)OCC)CC2)cc1,0.9%,2.0%,2.1%,1.8%,-8.2,-13.6%,0.0%,5.2%,-0.1
O=C(NCCCN1CCCC1)c1ccc2c(c1)N(Cc1ccccc1)CCS2,-14.4%,u,3.0%,u,u,4.47µM*,u,u,-21.6
COc1ccc(-c2ccc3c(N)c(C(=O)c4ccc(OC)c(OC)c4)sc3n2)cc1,-6.2%&-1.7%,u,u,-6.9%,1.7,50.8%&53.5%[activator],2.2%&-9.6%,-0.6%,22.5&10.8
Cc1cc(C)c2c(N)c(C(=O)c3ccc(Cl)cc3Cl)sc2n1,u,u,u,-11.5%,-1.5,45.4%[activator],u,-8.6%,4.5
CCC(O)C1CCN(C(=O)c2cc(COc3ccc4ncccc4c3)on2)CC1 (stereo not drawn),-15.5%,-7.3%,15.1%,u,-10.8,3.7%,u,-23.7%,29.0
CCC1(C)Cc2ccccc2-c2nc[nH]c(=O)c21 (stereo not drawn),-4.8%,-0.7%,-8.2%,1.0%,38.3,16.8%,-1.8%,-4.0%,-33.2
Brc1ccc2nc(C3CCCCC3)c(CC3CCCCC3)n2c1,0.0%,x,x,24.6%,54.7,1.0%,14.3%,24.1%,10.5
Cc1cc(C)c(S(=O)(=O)Nc2ccc3[nH]c(=O)[nH]c3c2)c(C)c1,-9.9%,-19.6%,-19.0%,-4.8%,21.1,0.7%,-3.7%,-13.5%,-2.4
COc1ccc(C(c2nnnn2CS(=O)(=O)c2ccc(C)cc2)N2CCN(c3ncccn3)CC2)cc1 (stereo not drawn),-10.7%,-3.9%,5.4%,-3.7%,u,25.4%,u,-1.2%,-1.9
O=C(NCC(c1cccs1)N1CCOCC1)c1cn(-c2ccccc2)nc1-c1ccccc1 (stereo not drawn),2.5%,-8.2%,-1.4%,-1.9%,0.0,-8.9%,23.1µM*,-0.3%,-6.5
CCOC(=O)Cn1c(=O)oc2cc(S(=O)(=O)Nc3cccc(C)c3)ccc21,-11.5%,-1.0%,13.4%,1.0%,3.2,15.3%,-1.0%,-6.3%,-4.1
NC(=O)CCN(C1CCCCC1)S(=O)(=O)c1cccc2nsnc12,-2.2%,-23.3%,-17.7%,2.2%,1.3,-4.0%,-4.9%,-0.8%,2.2
CC(=O)c1ccc(N(C)C)cc1,4.7%,-7.4%,-2.4%,7.1%,-1.9,-1.2%,-0.1%,10.3%,4.3
Cc1ccc(CN2CCSc3ccc(C(=O)Nc4ccc(F)cc4F)cc32)cc1,-26.7%,x,x,x,x,-1.5%,-9.9%,x,-5.2
COc1ccc(NCC(=O)Nc2ccccc2C#N)cc1Cl,5.8%,0.3%,0.6%,-2.2%,-26.5,1.6%,7.6%,-2.1%,-1.2
Cc1nccn1-c1ccc(C=O)cc1,1.8%,-68.7%[inhibitor],17.9%,4.1%,0.0,-11.0%,4.7%,7.2%,1.7
Nc1cc(N)nc(SCC(=O)N2CCN(S(=O)(=O)c3ccccc3)CC2)n1,-0.1%,0.9%,-3.1%,5.8%,0.0,10.9%,u,14.2%,-1.1
CN(CC(=O)Nc1cccc(F)c1)C(=O)CCCc1nc2ccccc2c(=O)[nH]1,-2.8%,1.2%,1.2%,-5.7%,11.5,-1.8%,-4.3%,-18.4%,-23.2
CCc1ccccc1NC(=O)CN1CCC(NC(=O)COC)CC1,18.4%,2.5%,-3.8%,3.1%,-0.5,-4.6%,-7.3%,3.9%,0.4
CCc1ccccc1NC(=S)N(CCc1ccncc1)C(C)C,0.7%,-1.1%,1.0%,2.7%,20.7,12.1%,-1.3%,10.5%,-9.8
CC(=O)c1ccc(N2CCN(C(=O)Nc3ccc(C(C)C)cc3)CC2)cc1,-29.9%,6.8%,u,u,-25.6,13.0%&-18.1%,u,u,-4.2&-8.1
Cc1cc(/C(N)=N/OC(=O)Nc2cccc(C(F)(F)F)c2)no1,-1.2%,15.4%,u,-17.9%,-6.8,6.6%,u,-11.7%,10.4

Random excerpt: 2 records from the list
compound,KB-3-1 tox,SW480 rerep,MCF10A rerep,HT1080NT lethal,IL1B secr inh,GLP1R cytotox,KB-V1 cytotox,HT1080 IDH1KD tx,D3 ag
Cc1cc(/C(N)=N/OC(=O)Nc2cccc(C(F)(F)F)c2)no1,-1.2%,15.4%,u,-17.9%,-6.8,6.6%,u,-11.7%,10.4
Nc1cc(N)nc(SCC(=O)N2CCN(S(=O)(=O)c3ccccc3)CC2)n1,-0.1%,0.9%,-3.1%,5.8%,0.0,10.9%,u,14.2%,-1.1
